Compound activity: PubChem, Broad Institute
S100A4 inh HTS: S100A4-myosin IIA interaction inhibition | actives 0.14% (n = 360,000) | inhibition, % at 10.7 µM | P26447 | S100A4/TAMRA-MyoIIA peptide fluorescence polarization;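 active = mean inhibition of at least 70% across replicates, with every replicate also reaching that level; inconclusive = mean inhibition reaches 70% but some replicates fall short; inactive = mean inhibition below 70%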
Target sequence (P26447 whole entry, looked up): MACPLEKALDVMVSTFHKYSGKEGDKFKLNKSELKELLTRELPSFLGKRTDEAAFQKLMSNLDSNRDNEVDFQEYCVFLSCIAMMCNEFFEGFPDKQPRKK
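Material: human S100A4 monomer with TAMRA-labelled myosin IIA peptide; buffer or medium: HEPES pH 7.2 with CaCl2, KCl, NaCl, DTT, Triton; compound dosing: one concentration per compound; schedule: 5 min incubation before reading; benchmarks: neutral control DMSO, positive control TFP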
LGR2 inh: blocks bursicon-induced cAMP signaling via Drosophila LGR2; HEK293 LGR2, CRE-luciferase, bursicon-stimulated, 4 h; inhibition, % at 9.99 µM; actives 0.35% (n = 380,000); AID 720647;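 active = drop in luminescence signal, shown as inhibition above about 50% in the replicate tests, limit read from the data, passing the limit was not always enough; inconclusive = probably only some replicates passing the limit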;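 note: agonist challenge used bursicon conditioned medium at about half maximal strength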
CASP6 VEID inh: caspase-6 (human) enzyme inhibition. P55212. purified caspase-6, Z-VEID-R110 cleavage fluorescence. inhibition, % at 12.5 µM. actives 0.53% (n = 350,000);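 active = mean inhibition across replicates at least about 35%, with every replicate also reaching that limit, limit read from the data; inconclusive = only one of the two criteria met; inactive = neither criterion met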;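 note: 0% = median of neutral control wells and 100% = no fluorescence left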
Target sequence (P55212 24-179 limits assumed): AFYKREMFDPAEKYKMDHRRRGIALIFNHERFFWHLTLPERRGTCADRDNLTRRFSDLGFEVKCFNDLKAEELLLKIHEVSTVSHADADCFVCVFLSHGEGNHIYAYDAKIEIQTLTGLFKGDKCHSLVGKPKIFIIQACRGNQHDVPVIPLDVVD
Target sequence (P55212 194-293 limits assumed): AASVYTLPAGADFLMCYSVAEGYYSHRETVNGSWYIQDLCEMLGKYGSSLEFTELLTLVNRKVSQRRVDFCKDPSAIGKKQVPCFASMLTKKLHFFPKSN
FN deposit inh: fibronectin deposition inhibition | AID 743247 | actives 0.086% (n = 350,000) | inhibition, % at 12.6 µM | AH1F fibroblasts, Alexa488-fibronectin deposition fluorescence, overnight;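 active = mean inhibition across replicates of 30% or more, regardless of how many single replicates reach that level; inconclusive = mean under 30% yet at least half of replicates reach 30%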;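 note: positive control wells lacked labelled fibronectin entirely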
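Assay system: AH1F fibroblast monolayer, labelled fibronectin deposition. Amount: 10000 cells per well. Also added: labelled fibronectin 24 nM. Compound: single-point pinned compound. Incubation: cell attachment 1 h, compound and FN exposure overnight. Detection: fluorescence after three HBSS washes, excitation 485 nm, emission 525 nm. Read-out: inhibition of fibronectin deposition signal.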
C2C12 statin: protects C2C12 myotubes from simvastatin toxicity; ATP luminescence, 48 h; scaled: DMSO 0, geranylgeraniol control 100; rescue of ATP level, % at 7.49 µM; AID 602340; actives 0.78% (n = 330,000);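 active = mean ATP rescue above about 67%, or every replicate alone reaching that limit, limit read from the data, passing the limit was not always enough; inconclusive = no clear call, values can overlap the other calls; inactive = mean under the limit and some replicate under it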;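 note: myotubes were challenged with 10 µM simvastatin during compound exposure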
esBAF inh: inhibitors of esBAF chromatin remodeling in mouse ES cells; reporter increase, % at 12.5 µM; Bmi1-luciferase knock-in reporter, 24 h; 100% = twice the neutral-well signal; actives 2% (n = 350,000); in the data active = activation above about 40%; inconclusive = no clear call, values can overlap the other calls;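 note: 0% = median of the plate's neutral control wells and 100% = double that signal; a rise in the Bmi1 reporter signal indicates esBAF inhibition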
SIRT5 block: inhibitors of human sirtuin-5 desuccinylase; Q9NXA8; actives 1.1% (n = 330,000); inhibition, % at 15 µM; Purified SirT5, succinyl-peptide AMC, trypsin-coupled fluorescence; in the data active = inhibition above about 15%; inconclusive = no clear call, values can overlap the other calls
Target sequence (Q9NXA8 whole entry, looked up): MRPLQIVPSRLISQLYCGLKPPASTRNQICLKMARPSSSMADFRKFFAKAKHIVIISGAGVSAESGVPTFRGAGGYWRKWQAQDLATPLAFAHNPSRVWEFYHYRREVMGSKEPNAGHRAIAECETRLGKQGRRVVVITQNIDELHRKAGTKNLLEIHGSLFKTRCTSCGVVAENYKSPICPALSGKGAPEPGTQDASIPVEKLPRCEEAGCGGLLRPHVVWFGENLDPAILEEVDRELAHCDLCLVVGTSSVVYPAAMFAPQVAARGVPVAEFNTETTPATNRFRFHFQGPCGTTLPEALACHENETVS
An asterisk follows results filed as active; u = inconclusive; x = no result given; & = joins results of further samples. This is a subset (hit frequency here may not be typical).

Each structure is followed by: S100A4 inh HTS | LGR2 inh | CASP6 VEID inh | FN deposit inh | C2C12 statin | esBAF inh | SIRT5 block
> COCCNC(=O)C[C@@H]1C[C@@H]2c3cc(NC(=O)Nc4ccc(F)cc4)ccc3O[C@@H]2[C@H](CO)O1
    x | -5.7 | x | -9.3 | -1.8 | 0.4 | x
> Cc1ccc(CNC(=O)c2cc(-c3ccccc3)nn2Cc2cc(C)no2)cc1
    -2.6 | x | 0.2 | -3.5 | 10.4 | u | -1.6
> Cc1nc2ccccc2c(=O)n1/N=C/c1ccccc1OC(F)F
    -3.0 | -7.1 | 0.1 | 5.5 | -2.8 | -4.4 | -5.1
> CC(C)Cn1cnc2c(SCCc3ccccc3)nc(N)nc21
    0.1 | x | -1.6 | x | -28.4 | x | x
> O=C(COc1ccc2ccc(=O)oc2c1)Nc1c(Cl)cccc1C(F)(F)F
    -0.6 | 10.9 | 8.6 | -1.9 | 5.5 | -0.6 | 0.1
> CN(Cc1ccc(Cl)cc1Cl)C(=O)C1CSC2(C)CCC(=O)N12 (configuration not stated)
    10.6 | x | -123.4 | -3.1 | -2.8 | 3.7 | 0.2
> O=[N+]([O-])c1ccc(COc2cccc3cccnc23)cc1
    -1.4 | -34.7 | -3.2 | 1.7 | 13.5 | 82.9* | -3.3
> Cc1cccc(C)c1OCCCN1CCCC1
    x | u | x | x | -6.7 | 2.9 | x
> COc1ccc(NC(=O)N(C)C[C@@H]2Oc3ccc(NC(=O)C4CC4)cc3CC(=O)N([C@@H](C)CO)C[C@H]2C)cc1
    0.7 | -11.6 | -2.4 | x | 4.2 | -0.9 | -1.0
> C[C@H](CO)N1C[C@H](C)[C@H](CN(C)S(=O)(=O)c2cccc(F)c2)Oc2ncc(C#CC3CCCC3)cc2C1=O
    -12.6 | 4.9 | -1.2 | -0.1 | 36.8 | 2.1 | 1.4
> O=C(CSc1ncc(-c2ccccc2)n1-c1ccccc1)NCc1ccco1
    -0.2 | 4.0 | 4.7 | x | -1.2 | -1.2 | 1.4
> CC1CCN(c2c(NCc3ccc(C(=O)NCc4ccco4)cc3)c(=O)c2=O)CC1
    -7.5 | 17.0 | 3.9 | 6.4 | 12.9 | -9.0 | -3.4
> Cc1ccccc1C(=O)NNC(=O)c1ccc(F)cc1
    x | x | x | 0.3 | -4.4 | 16.5 | x
> COc1ccccc1/C=N/N1C(=O)C2C3C=CC(CC3)C2C1=O (configuration not stated)
    -6.6 | 0.0 | -1.2 | 0.4 | -2.1 | -2.4 | 0.2
> Cn1nccc1C(=O)N1CCOCC1
    -4.8 | 18.6 | -2.6 | -2.5 | 6.6 | -0.9 | -3.3
> COc1ccccc1S(=O)(=O)N[C@@H]1CC[C@@H](CCNC(=O)C2CCC2)O[C@@H]1CO
    3.3 | -4.9 | 0.5 | x | 0.8 | 0.0 | 0.7
> CC(C)C(=O)Nc1ccc2c(c1)C(=O)N(C)[C@@H]1CC[C@H](CC(=O)NCC3CC3)O[C@H]1CO2
    -1.6 | -13.6 | 1.8 | -2.1 | -9.7 | -1.0 | 2.0
> N#C[C@@H]1[C@H](c2ccc(C3=CCCCC3)cc2)[C@@H](CO)N1S(=O)(=O)c1cccc(F)c1
    -12.0 | -13.8 | 0.5 | -1.0 | -4.7 | -4.7 | 2.6
> COC(=O)c1cccc(Nc2nc(-c3ccncc3)nc3ccccc23)c1
    -2.2 | 4.0 | -11.2 | -5.5 | -18.3 | -4.8 | -9.0
> O=C(c1ccc(S(=O)(=O)N2CCCC2)cc1)N1CCC(CN2C(=O)c3cccc4cccc(c34)C2=O)CC1
    -1.4 | -5.7 | -1.1 | 11.2 | 14.8 | -3.2 | -1.9
> C[C@@H]1CN([C@@H](C)CO)C(=O)c2cc(Br)cnc2O[C@H]1CN(C)C(=O)c1ccncc1
    3.3&37.7 | 10.7&-14.6 | -3.6&1.8 | 4.1&3.8 | 5.5&-13.2 | 7.0&1.3 | 1.6&-2.1
> COc1ccc(CCN2CC34C=CC(O3)C(C(=O)NCc3ccccc3)C4C2=O)cc1OC (configuration not stated)
    x | x | x | -25.8 | 7.5 | -2.4 | x
> CCCOc1ccc(-c2c(=O)n(OCC(=O)OCC)c3ccccc3[n+]2[O-])cc1
    0.6 | 5.4 | 0.2 | -10.6 | -5.4 | 69.5* | -3.4
> O=c1[nH]c2ccccc2c(O)c1-c1ccccc1[N+](=O)[O-]
    0.4 | 2.8 | 2.3 | -9.6 | x | x | -4.1
> COc1ccc(CNc2cccc3[nH]c(C(F)(F)F)nc23)cc1
    -7.9 | -13.3 | x | 0.0 | 7.7 | -4.9 | -6.3
> CCCNC(=O)N(C)C[C@H]1Oc2cc(C#CCN(C)C)ccc2S(=O)(=O)N([C@H](C)CO)C[C@@H]1C
    u | -15.5 | -9.6 | -22.2 | 3.6 | -8.1 | 6.0
> COC(=O)c1cccc(C(=O)N2CCCC(C(=O)c3cccc(OC(C)C)c3)C2)c1 (configuration not stated)
    -1.3 | -6.9 | 39.4* | -7.2 | -5.5 | 0.0 | -8.5
> CNC(=O)c1cc2c(s1)-c1ccccc1CC2
    -3.8 | -82.1 | -6.9 | x | x | x | -77.9
> C#CCOCCOCCOCCNc1nc(N2CCN(C(=O)[C@H](CCCCN)n3cc(CN)nn3)CC2)nc(N2CCN(C(=O)[C@H](CCC(=O)O)n3cc(CN)nn3)CC2)n1
    4.6 | -12.4 | -228.1 | 0.5 | 1.1 | -0.3 | -1.6
> Cc1ncc(CN2CCCC(CCC(=O)NCc3ccccc3F)C2)s1 (configuration not stated)
    -2.3 | 15.0 | -0.1 | 13.3 | x | x | 0.7
> C#CCSc1nc2ccccc2n1C(=O)c1ccc(S(=O)(=O)N2CCCCC2)cc1
    -1.2 | -7.9 | 2.5 | 5.8 | x | x | x
> Cc1ccc2c(c1)N(C(=O)CCC(=O)NC1CCN(Cc3ccccc3)CC1)CC(C)O2 (configuration not stated)
    5.6 | 6.8 | -3.3 | 3.2 | -7.9 | -1.4 | -3.7
> COc1ccc2c(C(=O)c3ccc(C)cc3)n(Cc3ccc(C(N)=O)cc3)[n+]([O-])c2c1
    -2.8 | -43.1 | 5.5 | -5.3 | 15.7 | 100.9* | x
> CC1=CC2C3C(=O)N(c4ccccc4)C(=O)C3C1C(=O)C2(O)C(C)C (configuration not stated)
    1.8 | 8.6 | -2.4 | 3.3 | x | x | x
> FC(F)(F)c1ccccc1Cc1c(-c2cccc(Br)c2)nc2c3ccccc3ccn12
    7.9 | -2.0 | 1.9 | -5.1 | 16.2 | u | -1.5
> COCC#Cc1ccc2c(c1)O[C@@H](CN(C)S(=O)(=O)c1ccc(F)cc1)[C@@H](C)CN([C@H](C)CO)S2(=O)=O
    -1.8 | 2.5 | -2.7 | x | 0.7 | -3.3 | 3.6
> C=CCOc1ccccc1CN1CCC(n2nccc2NC(=O)C2CCOC2)CC1 (configuration not stated)
    -2.2 | 1.7 | 2.8 | 6.7 | 9.2 | -0.3 | -3.5
> Cc1cc(C)n2cnnc2n1
    -0.4 | 3.3 | -2.2 | -0.6 | x | x | 2.9
> Cc1cc(=O)[nH]c2ccc(S(=O)(=O)NC3CCCCC3)cc12
    6.9 | -0.5 | -0.8 | x | 5.2 | 2.8 | -2.2
> Nc1c(C(=O)CCC(=O)O)oc2ccc(Cl)cc12
    0.5 | -20.8 | 4.9 | -1.6 | 2.0 | -5.2 | 2.1
> CC(C)CC#Cc1cnc2c(c1)C(=O)N([C@H](C)CO)C[C@H](C)[C@H](CN(C)CC1CCOCC1)O2
    8.3 | -7.6 | 0.6 | x | 17.7 | 2.3 | 23.0*
> CN1CCN(C(=O)c2cc3c(c(-c4cccc(Br)c4)n2)[C@H](CCO)N(S(=O)C(C)(C)C)C3)CC1 (some centres not stated)
    -26.9 | 5.7 | 5.0 | -1.4 | 0.6 | -6.5 | 3.5
> CCCCN(C(=O)c1ccc(S(=O)(=O)N(C)c2ccccc2)cc1)c1c(N)n(CCC)c(=O)[nH]c1=O
    -5.1 | 5.4 | 0.1 | -2.4 | -4.0 | -6.1 | -0.4
> Cc1cccc(C)c1OCC(=O)Nc1ccccc1N1CCCCC1
    1.1 | 10.5 | 4.8 | -5.7 | x | x | -0.3
> C[C@H](CO)N1C[C@H](C)[C@@H](CN(C)Cc2ccc(C(F)(F)F)cc2)Oc2c(NC(=O)NC3CCCCC3)cccc2C1=O
    0.6 | 15.6 | -0.3 | -7.1 | x | -2.3 | 3.4
> Cc1onc(-c2ccccc2)c1C(=O)NCc1ccccn1
    x | x | x | 1.1 | 5.8 | 1.6 | x
> Cc1cccc(NC2SC(=O)N(c3ccccc3)C2=O)c1 (configuration not stated)
    x | -74.0 | x | x | -2.3 | 54.8* | x
> O=c1c2cn[nH]c2nc(SCc2ccccc2F)n1-c1ccc(Br)cc1
    -7.8 | 5.6 | 1.2 | -8.4 | x | x | -0.2
> Cc1ccc(-c2nn3c(C)nnc3s2)cc1NC(=O)c1ccc(-c2ccc(Cl)cc2Cl)o1
    x | x | x | -6.7 | -18.5 | -3.8 | x
> O=C(CN1CCCC1)OCCCC1CCCCC1
    -7.1 | -8.6 | 1.4 | -11.9 | x | x | -5.3

(listing goes on)
Each structure is followed by: S100A4 inh HTS | LGR2 inh | CASP6 VEID inh | FN deposit inh | C2C12 statin | esBAF inh | SIRT5 block
> CC(C)(C)[S@](=O)N1Cc2cc(C(=O)NCCc3ccncc3)nc(-c3cccc(-c4ccncc4)c3)c2[C@@H]1CCO
    -19.5 | 4.7 | -3.4 | -13.1 | -10.0 | 0.7 | -5.8
> CN(C)c1nc(Oc2ccc(OCCOc3ccccc3)nn2)nc(N(C)C)n1
    3.1 | 0.7 | 2.1 | -3.3 | x | x | -1.3
> C[C@H]1CN([C@@H](C)CO)C(=O)CCCn2nncc2CO[C@H]1CN(C)C(=O)Nc1ccc(F)cc1
    -43.6 | 10.1 | 2.0 | -9.5 | 1.1 | -0.4 | 4.8
> CCc1ccc(C(=O)NNC(=O)C2CC(=O)N(c3ccc4c(c3)OCCO4)C2)cc1 (configuration not stated)
    0.3 | 19.3 | 0.5 | -0.9 | 9.2 | 5.7 | 1.6
> C[C@@H]1CN([C@H](C)CO)C(=O)c2cc(NC(=O)Cn3cnnn3)ccc2O[C@H]1CN(C)Cc1ccc(C(=O)O)cc1
    -13.9 | 2.2 | 0.7 | x | 23.8 | 6.3 | 7.4
> COc1ccc(Cc2c(C3CCCCC3)nc3ccc(Cl)cn23)c(C)c1
    -12.3 | -3.4 | 1.7 | -1.5 | 1.2 | 1.2 | -0.3
> CN1C(=O)c2cc(NC(=O)Nc3ccccc3)ccc2OC[C@H]2O[C@H](CC(=O)O)CC[C@H]21
    x | -9.1 | x | -0.6 | -0.5 | 0.2 | -4.1
